TNAP inh no acc: inhibitors of human TNAP without phosphate acceptor; P05186; purified TNAP, CDP-star luminescence, 30 min; inhibition, % at 20 µM; 200,000 tested, 0.26% active; AID 1012;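 active = tissue-nonspecific alkaline phosphatase inhibition above about 50% at 20 µM in the single-dose screen, limit read from the data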;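 also: 0% = DMSO negative control and 100% = EDTA positive control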
Target sequence (P05186 whole entry, looked up): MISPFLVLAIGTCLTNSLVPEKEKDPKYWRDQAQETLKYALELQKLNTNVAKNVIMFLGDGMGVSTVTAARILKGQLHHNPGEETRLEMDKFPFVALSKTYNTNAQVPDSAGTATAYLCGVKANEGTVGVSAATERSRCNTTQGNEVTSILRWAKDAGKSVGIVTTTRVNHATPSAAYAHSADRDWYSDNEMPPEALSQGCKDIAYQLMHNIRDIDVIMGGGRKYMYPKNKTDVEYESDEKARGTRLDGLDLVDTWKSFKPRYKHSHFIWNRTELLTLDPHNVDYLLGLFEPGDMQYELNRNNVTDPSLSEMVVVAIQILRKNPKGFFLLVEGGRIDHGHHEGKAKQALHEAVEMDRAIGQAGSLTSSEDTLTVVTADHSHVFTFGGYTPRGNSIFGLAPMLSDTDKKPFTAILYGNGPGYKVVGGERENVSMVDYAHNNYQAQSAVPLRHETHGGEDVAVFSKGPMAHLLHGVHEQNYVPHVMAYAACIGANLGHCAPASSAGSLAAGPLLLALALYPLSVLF
FLuc act counter: affects firefly luciferase, flagging false hits in luciferase stimulation screens; ATPlite luciferase biochemical, luminescence, 10 min; 0 = ATP-free wells, 1 = DMSO control; activation factor at 10 µM; 200,000 tested, under 10 active;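 active = luciferase activation factor, scaled between plate controls, of at least 2 with compound at 10 µM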
Target sequence (P08659 whole entry, looked up): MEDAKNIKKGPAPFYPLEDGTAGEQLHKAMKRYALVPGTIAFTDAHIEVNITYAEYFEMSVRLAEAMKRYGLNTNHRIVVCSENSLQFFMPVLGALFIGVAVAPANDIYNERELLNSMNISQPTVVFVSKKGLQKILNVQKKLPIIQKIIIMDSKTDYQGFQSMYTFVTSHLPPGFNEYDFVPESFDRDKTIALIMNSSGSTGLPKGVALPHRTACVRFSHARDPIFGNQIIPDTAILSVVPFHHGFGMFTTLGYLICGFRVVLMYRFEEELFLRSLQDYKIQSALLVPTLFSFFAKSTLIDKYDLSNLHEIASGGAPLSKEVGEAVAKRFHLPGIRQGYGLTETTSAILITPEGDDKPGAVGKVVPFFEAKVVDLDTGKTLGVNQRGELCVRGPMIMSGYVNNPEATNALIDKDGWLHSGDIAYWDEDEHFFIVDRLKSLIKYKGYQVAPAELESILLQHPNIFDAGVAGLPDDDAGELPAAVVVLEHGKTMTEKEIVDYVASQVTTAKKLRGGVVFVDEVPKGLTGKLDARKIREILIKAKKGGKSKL
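System: luciferase plus luciferin reagent, cell-free; medium: PBS as buffer for the ATP substrate; dosing: test compounds dosed from 2 mM stocks in 100% DMSO; timing: 10 min post-reagent at room temperature; measured by: luminescence measurement of luciferase light output; evaluation: luciferase activation, seen as luminescence increase over controls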
TNAP act hiacc: activators of human TNAP at high phosphate acceptor concentration; purified TNAP, CDP-star luminescence, 1 M DEA, 30 min; active compounds read high; 0 = EDTA background, 1 = DMSO-only activity; activation factor at 20 µM; 200,000 tested, under 10 active; AID 1136;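 active = activation factor at least 2 at 20 µM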
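Dosing: 20 µM single point. System: human TNAP. Amount: TNAP 1/800 final. Incubation: 30 min, room temperature. Read-out: TNAP activation factor scaled between EDTA and DMSO control wells. Signal: luminescence from CDP-star hydrolysis. Medium: 1 M DEA, pH 9.8, Mg2+, Zn2+. Control set: EDTA negative control, DMSO positive control.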
NF-kB neuron act: NF-kB expression increase, human neuronal cells | AID 1239 | 190,000 tested, 1.6% active | fold change at 12.5 µM | NF-kB reporter expression; active compounds read high; in the data active = fold change above about 3.3
FLuc inhib CS: inhibits firefly luciferase, flagging false hits in luciferase inhibition screens | 200,000 tested, 1.5% active | P08659 | inhibition, % at 10 µM | ATPLite firefly luciferase biochemical luminescence, 10 min;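 active = inhibition above about 50% when tested at 10 µM, limit read from the data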
bIAP act: increases bovine intestinal alkaline phosphatase activity | purified bovine IAP, CDP-star luminescence, 30 min; active compounds read high; fold of DMSO-control signal, blank-subtracted | AID 1016 | activation factor at 20 µM | 200,000 tested, 0.17% active;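 active = activation factor of 2 or more at 20 µM, a signal rise over negative controls twice the positive control's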
APP 5'UTR act: APP 5'UTR luciferase reporter activation. SH-SY5Y APP 5'UTR luciferase reporter, luminescence; zero percent = DMSO vehicle wells. activation, % at 2 µM. 190,000 tested, 1% active;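 active = activation above a set limit, based on mean plus 3 SD of controls, cut at about 140% in these data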; also: values of inactives mirror those of a sister screen read the other way
PMI act hi M6P: PMI (human) activation, high substrate | P34949 | coupled PMI enzyme assay, resazurin fluorescence, 20 min; active compounds read high; 1 = untreated enzyme, 0 = substrate-free blank | activation factor at 20 µM | 190,000 tested, 0.34% active | AID 1216;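 active = activation factor of 2 or more at 20 µM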
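Test system: Human PMI in coupled enzyme assay | Input: 15 ng/mL PMI | Medium: HEPES-buffered pH 7.4 with magnesium and detergent | Compound: One concentration, 20 µM, in 1% DMSO | Incubation: Enzyme reaction with compound 20 min at room temperature | Detection: Diaphorase-driven resazurin-to-resorufin fluorescence, excitation 544, emission 590 nm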
TNAP inh hi DEA: blocks human TNAP under high phosphate acceptor concentration. P05186. purified TNAP, CDP-star luminescence, 1 M DEA. inhibition, % at 20 µM. 200,000 tested, 0.03% active;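 active = over 50% inhibition of tissue-nonspecific alkaline phosphatase at 20 µM in the single-dose screen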;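 also: plate controls were DMSO wells for no effect and EDTA-quenched wells as full inhibition for full effect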
PMI activator: increases human mannose-6-phosphate isomerase activity | P34949 | purified human PMI, coupled resazurin fluorescence, 20 min; active compounds read high; 1 = vehicle control, 0 substrate-free wells | activation factor at 20 µM | 190,000 tested, 0.005% active | AID 1214;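 active = activation factor of 2 or more at 20 µM, relative to plate controls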
* = called active by the depositor; / = no result given.

SMILES	TNAP inh no acc	FLuc act counter	TNAP act hiacc	NF-kB neuron act	FLuc inhib CS	bIAP act	APP 5'UTR act	PMI act hi M6P	TNAP inh hi DEA	PMI activator
C=CCn1c(N)c(C(=O)Nc2ccc(C)cc2)sc1=S	-21	0.9	1	1.8	12	0.9	-8	1.1	-1	1.1
Fc1ccccc1NC(=S)NCCc1ccccc1	1	1.1	1	1.8	-8	0.9	34	1.1	-2	1.1
Cc1cc(N2CCOCC2)ccc1/C=C\[N+](=O)[O-]	27	1	0.9	3	1	1	-9	0.9	14	0.9
CCN(C(=O)c1c(C)cc(=O)oc1C)c1ccc2c(c1)OCO2	-4	1.1	1	1.2	-8	0.9	2	1	0	1
O=C(NCCc1cccs1)c1ccc(Cl)c(Cl)c1	-15	0.8	1.1	3.8*	23	0.8	63	1.1	-6	1
Cc1cc2c(ncn2Cc2ccccc2)c(N)c1C	-8	1	1	1.2	-2	0.9	-3	0.7	-1	0.9
CS(=O)(=O)N(CC(N)=O)Cc1ccc(Cl)cc1	-13	1.1	1.1	1	-6	0.9	7	0.9	-8	0.9
Cc1ccc(CNC(=O)CSc2nc(N3CCCCC3)nc(N3CCCCC3)n2)cc1	-7	1.1	1.1	0.89	-10	1	-11	0.9	-6	0.8
CSc1nc2ccc(N3C(=O)C4CCCCC4C3=O)cc2s1 (stereo not drawn)	-3	1	1	1.3	2	1	15	0.9	0	0.9
COc1ccc(C(C)=O)cc1COC(=O)c1ccc(S(=O)(=O)N2CCOCC2)cc1	-3	1.1	1.1	1	-7	1	44	1	-6	1
CC1(C)NC(=O)N(CCCCOc2ccc(Cl)cc2C=O)C1=O	-5	1.1	1	/	-5	1	-10	0.9	-3	0.9
CCn1cc(C(=O)NCC2COc3ccccc3O2)c2cc(OC)c(OC)cc2c1=O (stereo not drawn)	-12	1	1	0.45	3	0.8	13	1	1	1
Cc1nn(-c2ccccc2)c(=S)n1-c1ccccc1	-11	1.1	1	1.2	-8	1	-6	1	-5	1
Cc1cccc(CSC2=CS(=O)(=O)c3ccccc3N2)c1	0	1.1	1	0.93	-6	1	-3	1	-3	1
COc1ccc(/C=C2/SC(=O)NC2=O)cc1	-16	0.5	1.1	2.6	54*	1	62	1.1	-7	1.1
Cn1c(CS(=O)Cc2c(Cl)cccc2Cl)nnc1SCc1ccc(Cl)cc1 (stereo not drawn)	-3	1	1	0.57	0	0.9	9	0.9	1	0.8
Cc1cccc2nc(CSc3nc4ccccc4o3)cn12	-4	1	1	1.4	2	1	24	0.9	0	0.9
COc1cccc(/C=N/NC(=O)c2c(-c3ccccc3)noc2C)c1O	9	1	1	1.7	-1	1.2	-24	1	0	1
CC1=C(C#N)C(=O)NC(=O)/C1=C\c1ccc(-c2ccc(C)cc2[N+](=O)[O-])o1	-8	0.9	0.9	1	6	1.1	8	0.5	5	0.9
CCOC(=O)C1=C(c2ccccc2)Nc2nc(C)nn2C1c1cccc(OC)c1OC (stereo not drawn)	-13	1.1	1.1	1	-11	0.9	-1	1	-6	0.9
N#Cc1ccc(CSc2nnc(-c3cccc(S(=O)(=O)N4CCCCC4)c3)o2)cc1	8	1	1	0.67	3	0.9	18	0.9	4	0.8
COc1ccc(CC(=O)NNc2ncnc3c2cnn3-c2ccc(C)cc2)cc1OC	-131	1	0.9	0.74	-2	1	-13	0.9	6	0.9
CC(C)CC(=O)NC(=S)Nc1cccc(NC(=O)c2ccccc2)c1	-7	1	1	0.97	-4	0.9	1	0.9	-3	0.9
c1ccc(Oc2cccc(CN3CCCCC3)c2)cc1	2	1	1	1.1	-3	0.9	-42	1.1	-2	1.1
Cc1ccc(-c2nn(-c3ccccc3)cc2C(=O)OCC(=O)Nc2ncc(Cl)cc2Cl)cc1	13	1	1	1.4	-4	0.8	-1	1	1	0.9
SMILES	TNAP inh no acc	FLuc act counter	TNAP act hiacc	NF-kB neuron act	FLuc inhib CS	bIAP act	APP 5'UTR act	PMI act hi M6P	TNAP inh hi DEA	PMI activator
COc1ccc(C2=Nc3ccccc3OC2)cc1	1	0.5	1	8.4*	51*	0.9	128	1.4	-2	1.2
CC(C)(C)OC(=O)NCC12C=CC(O1)C1C(=O)N(Cc3ccccc3)C(=O)C12 (stereo not drawn)	-5	1.1	1	0.32	-5	1	-21	1.4	0	1.1
CCOC(=O)C1C2C=CC3(CN(Cc4cccs4)C(=O)C13)O2 (stereo not drawn)	-10	1.1	1	1.2	-6	0.9	-12	1	-2	0.9
OC1CCCN(Cc2ccc3ccc4cccc5ccc2c3c45)C1 (stereo not drawn)	5	1.1	1	1.2	-7	1	9	0.9	-4	0.9
CCOC(=O)Nc1ccc(S(=O)(=O)Nc2nccc(C)n2)cc1	-12	1.1	1	1.4	-6	0.9	11	1	-3	1
CC(=O)c1c(C)oc(C)c1CSCc1ccc(C(=O)O)o1	-13	1	1	1.1	-5	0.9	-6	1	-1	0.9
C#CCCCc1nc2ccccc2c(=O)n1N	0	1.1	1	1	-6	1.1	-2	1.1	-4	1.2
CN1CCN(c2nc(-c3ccccc3)cc(C(F)(F)F)n2)CC1	3	1.1	1	1.1	-6	1	-10	1	-4	1.1
CN(Cc1ccccc1)S(=O)(=O)c1ccccc1[N+](=O)[O-]	-6	1	1.1	/	-2	0.9	10	0.8	-5	0.8
CCC(=O)Nc1ccc(NC(=O)Cc2ccccc2)cn1	-15	1	1.1	1.2	-2	0.9	5	0.9	-7	1.1
CCCNC(=O)N[C@@H](Cc1ccccc1)C(=O)OC	-7	1.1	1	1	-5	0.9	-8	1	-4	1
COc1ccc(OC)c(NC2=NC3(CCCC3)N=C(N)N2)c1	-8	1	1.1	1.1	0	1.2	2	1	-6	0.9
CC(C)(C)c1ccc(-c2nc(-c3ccncc3)no2)cc1	-2	0.6	1	2.1	37	1	216*	1	4	1
COc1ccc(C(=O)Nc2cccc(C(=O)N3CCCC3)c2)cc1	-13	1	1	1.6	4	1	-7	0.9	-2	0.8
COc1ccc(/C=N/n2cncn2)cc1CSc1ccccn1	-4	1	1	0.92	3	1	-16	0.9	0	0.9
Cc1ccc(C(C)C)c(OCc2nnc(SCC(=O)Nc3nccs3)n2C)c1	-4	1.1	1	1	-10	0.9	-1	1	-3	1
COc1ccc(CCNC(=O)CSc2nc3[nH]ncc3c(=O)[nH]2)cc1OC	-7	1	1	0.98	-4	1.2	5	1.1	-2	1.1
CCn1c(SCc2ccccc2Cl)nc2nc3c(cc2c1=O)CCCC3	-14	1	1	0.5	-4	1.5	-70	1	-3	0.9
O=C(O)Cn1c(=S)sc2ccccc21	-6	1	1.1	1.1	-3	1.1	-3	1.2	-6	1.3
O=C1CCC(C(=O)O)(c2ccccc2)C1 (stereo not drawn)	-14	1.1	1.1	1.2	-7	0.9	1	1	-7	1
COc1cc(C)c(NC(=S)Nc2ccc(Cl)c(Cl)c2)cc1OC	-26	0.9	1	0.91	6	0.9	0	0.7	3	0.7
CC12CS(=O)(=O)CC1SC(=S)N2Cc1ccccc1 (stereo not drawn)	-1	1	1	1.4	-4	0.9	-4	1	-3	1.1
O=C(c1ccccc1)N1CCN=C1SCc1ccc([N+](=O)[O-])cc1	4	1	1	1	-4	0.9	4	1	1	0.8
CC(C)c1nc2ccc(NC(=O)C34CC5CC(CC(C5)C3)C4)cc2[nH]1	-2	0.8	1	1.1	24	1.4	-18	0.9	4	0.9
CCn1c(SCC(=O)c2ccccc2)nnc1-c1cccs1	-5	0.8	1	2.5	17	1.1	75	0.9	-4	1

At a glance, some entries already given:
SMILES	TNAP inh no acc	FLuc act counter	TNAP act hiacc	NF-kB neuron act	FLuc inhib CS	bIAP act	APP 5'UTR act	PMI act hi M6P	TNAP inh hi DEA	PMI activator
COc1ccc(C2=Nc3ccccc3OC2)cc1	1	0.5	1	8.4*	51*	0.9	128	1.4	-2	1.2
CC(C)(C)OC(=O)NCC12C=CC(O1)C1C(=O)N(Cc3ccccc3)C(=O)C12 (stereo not drawn)	-5	1.1	1	0.32	-5	1	-21	1.4	0	1.1
CCOC(=O)C1C2C=CC3(CN(Cc4cccs4)C(=O)C13)O2 (stereo not drawn)	-10	1.1	1	1.2	-6	0.9	-12	1	-2	0.9
OC1CCCN(Cc2ccc3ccc4cccc5ccc2c3c45)C1 (stereo not drawn)	5	1.1	1	1.2	-7	1	9	0.9	-4	0.9

The results go on:
SMILES	TNAP inh no acc	FLuc act counter	TNAP act hiacc	NF-kB neuron act	FLuc inhib CS	bIAP act	APP 5'UTR act	PMI act hi M6P	TNAP inh hi DEA	PMI activator
CCCc1cc(=O)[nH]c(SCC(=O)N(CC)Cc2ccccc2)n1	-8	1.1	1	1	-9	1	-4	0.9	-3	0.9
O=C(CN1CCN(C2CCCCC2)CC1)Nc1ccccc1-c1ccccc1	-23	1	1.1	1.3	-4	1.2	15	1	-8	0.9
Cc1ccc(S(=O)(=O)N(CCC#N)CCN2CCCC2)cc1	-16	1.1	1.1	1.2	-6	0.9	8	1	-11	1.2
CCOC(=O)c1c(NC(=S)NC(=O)/C=C/c2cccs2)sc(C)c1C	6	1	1	0.91	-3	0.9	38	1.1	-2	0.9
NC(=O)c1c(NC(=O)CN2C(=O)CCC2=O)sc2c1CCCCC2	-7	1.1	1	1.2	-5	0.9	-20	1	-1	1
COc1ccc(N2CCCn3c2nc2c3c(=O)n(CCN3CCOCC3)c(=O)n2C)cc1	-14	1	1.1	/	-4	1.1	/	1	-9	1
CC(CCCC(C)(C)O)NCc1cn[nH]c1-c1ccc2c(c1)OCO2 (stereo not drawn)	24	1	1.1	1.4	-1	1	12	0.9	-8	0.9
CCn1c(C)cc(=S)c2ccccc21	-4	1	1	1.1	-2	0.7	1	1.7	0	1.2
CCOc1ncccc1C(=O)OCC(=O)N1CCc2ccccc21	-9	0.9	1	1	6	1	-1	1	2	1.1
Cc1cccc(N2CCN(C(=O)c3cn4ccccc4n3)CC2C)c1 (stereo not drawn)	-8	0.9	1	1.2	7	1	1	0.9	-2	0.9
O=C(O)C1CCCN1C(=O)OCc1ccccc1 (stereo not drawn)	-9	1.1	1	0.91	-7	1	-2	1	-3	1.1
OCCC1CN(Cc2cnc(N3CCCC3)s2)CCN1C1CCCC1 (stereo not drawn)	-6	1	1	1.3	-3	1.1	18	0.9	-4	0.8
COc1ccccc1N/C(=N/S(=O)(=O)c1ccc(C)cc1)c1ccccc1	-6	1	1	0.93	0	0.9	13	1	-2	1
Cc1cccc(NC(=O)CSc2nnc(-c3ccncc3)n2C)c1	-9	1	1	1	-1	0.9	13	0.9	-1	0.9
O=C(Cn1c(-c2ccccc2Cl)nc2ccccc21)Nc1cccc(Cl)c1	-34	1	1	0.88	1	1.1	-8	0.7	1	0.8
CCOC(=O)c1c(NC(=O)C(C)Sc2cn(C)c3ccccc23)sc2c1CCC2 (stereo not drawn)	-8	1	1	1.1	-4	1	-17	1	-4	1.1
CCC(Oc1ccccc1)C(=O)N(Cc1ccccc1)c1ccccn1 (stereo not drawn)	-11	1.1	1	1.2	-6	1	-3	1	-1	0.9
CC(=O)OCCNc1cc(SCc2ccco2)c2nonc2c1[N+](=O)[O-]	0	1.1	0.8	1.8	-5	0.9	-4	0.5	17	0.7

Screening data: PubChem, several laboratories
